Compound activity deposited in PubChem BioAssay by several laboratories.
SR-BI DiI-HDL act – activators of SR-BI mediated DiI-HDL uptake, primary screen, ldlA[mSR-BI] CHO cells, DiI fluorescence | 3 h; 100 = double the neutral-control signal | activation, % at 12.5 µM | actives 0.096% (n = 320,000) | AID 504775, 2011;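 active = mean replicate activation of at least 60% and every replicate at or above 60%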;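 also: 0% = median plate neutral-control signal and 100% = twice that signal; values of inactives mirror those of a sister screen read the other way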
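Material: SR-BI-overexpressing, LDLR-lacking CHO cells; schedule: compound exposure 3 h, 37 °C; reagent: DiI-labelled HDL at 10 µg/mL final; technique: bottom-read fluorescence, 550/595 nm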
MITF act – activators of MITF-driven TRPM1 promoter reporter, primary screen, cell-based, SK-MEL-5, luciferase, single point. SK-MEL-5 TRPM1-promoter luciferase, 24 h; % of positive control, neutral wells = 0. activation, % at 12.5 µM. actives 0.75% (n = 300,000). AID 588334, 2011;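 active = mean activation of at least 80% with every replicate also reaching 80%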;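 also: 0% = neutral control wells and 100% = parthenolide positive control wells; values of inactives mirror those of a sister screen read the other way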
E coli growth – E. coli V3065 growth inhibition, primary screen, counter-screen for AddAB inhibitor project, absorbance, OD600. inhibition, % at 11.9 µM. actives 0.27% (n = 330,000). AID 449728, 2010. 18 h;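 active = inhibition above the campaign's mean inhibition across all tested compounds plus 3 SD, cut at about 9.9% in these data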;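 also: uninfected addAB+ strain grown without phage in ampicillin broth; 0% = DMSO wells and 100% = ciprofloxacin 0.95 µg/ml wells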
CAL PDZ FP-1 – untagged CAL PDZ binding inhibitors, primary screen, biochemical, fluorescence polarization, HTS. Golgi-associated PDZ and coiled-coil motif-containing protein (Homo sapiens), Q9HD26. AID 602252, 2012. inhibition, % at 24.9 µM. actives 0.92% (n = 300,000). purified CAL PDZ, TMR-peptide fluorescence polarization, 1 h;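 active = mean inhibition of at least 30% with at least half of replicates also reaching 30%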;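 also: 0% = DMSO neutral control and 100% = excess unlabeled competitor peptide PRC23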
SR-BI DiI inh – inhibitors of SR-BI mediated HDL lipid uptake, primary screen, ldlA[mSR-BI] cells, fluorescence, single point; Scavenger receptor class B member 1 (Mus musculus), Q61009; ldlA[mSR-BI] CHO cells, DiI-HDL uptake fluorescence, 3 h; inhibition, % at 12.5 µM; actives 0.96% (n = 320,000); AID 488896, 2010;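 active = mean replicate inhibition of at least 70% and a set share of replicates each scoring 70 or more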;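 also: 0% = median of neutral control wells and 100% = median of positive control wells; values of inactives mirror those of a sister screen read the other way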
Target sequence (Q61009 whole entry, looked up): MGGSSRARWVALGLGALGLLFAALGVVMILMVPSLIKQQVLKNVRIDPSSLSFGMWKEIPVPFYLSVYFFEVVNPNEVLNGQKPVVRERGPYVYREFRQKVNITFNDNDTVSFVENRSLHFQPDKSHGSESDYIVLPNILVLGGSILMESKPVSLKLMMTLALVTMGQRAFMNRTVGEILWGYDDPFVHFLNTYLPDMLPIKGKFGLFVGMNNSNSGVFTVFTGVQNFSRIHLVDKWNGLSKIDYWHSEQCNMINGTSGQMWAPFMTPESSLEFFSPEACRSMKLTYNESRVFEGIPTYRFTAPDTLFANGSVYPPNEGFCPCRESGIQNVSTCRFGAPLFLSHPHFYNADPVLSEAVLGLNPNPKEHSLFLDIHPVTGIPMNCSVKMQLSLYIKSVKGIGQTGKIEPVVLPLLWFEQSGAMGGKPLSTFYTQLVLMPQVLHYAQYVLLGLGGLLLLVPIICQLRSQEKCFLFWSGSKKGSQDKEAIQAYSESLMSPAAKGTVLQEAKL
CAL PDZ FP-2 – CAL PDZ peptide-binding inhibitors, primary screen, biochemical, fluorescence polarization, Cer-tagged CAL PDZ, HTS | Golgi-associated PDZ and coiled-coil motif-containing protein (Homo sapiens), Q9HD26 | purified CAL PDZ, TMR-peptide fluorescence polarization, 1 h | inhibition, % at 20 µM | actives 0.02% (n = 330,000) | AID 504414, 2011;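 active = highest replicate inhibition of at least 40%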;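 also: plate controls were DMSO neutral control wells for no effect and unlabeled competitor peptide control wells for full effect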
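Assay system – tagged CAL PDZ protein CerCALP, purified · Timing – 1 h at RT · Compound – single point, 20 µM · Measured by – fluorescence polarization from S- and P-plane intensities, G-factor corrected · Evaluation – inhibition from polarization loss · Probe or stimulus – TMR reporter peptide T*-PRC34 · Buffer or medium – pH 7.4 phosphate-saline buffer, reducing agent, detergent, IgG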
Tat export inh – E. coli Tat export inhibitors, primary screen, MC4100, TorA-mCherry reporter, fluorescence, single point. actives 0.036% (n = 340,000). inhibition, % at 10 µM. AID 488895, 2010;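 active = mean replicate inhibition at least 50% and at least half of replicates individually reaching 50%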;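 also: exported cargo escapes ClpAP degradation while cytoplasmic cargo is degraded and loses fluorescence; 0% = median of neutral control wells and 100% = median of NaSCN control wells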
AddAB inh – growth inhibition of E. coli expressing H. pylori AddAB, primary screen, AddAB inhibitor project, absorbance; inhibition, % at 11.9 µM; actives 0.29% (n = 330,000); AID 435030, 2010; in the data active = inhibition above about 12%;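 also: 0% = vehicle wells of infected cells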
Wnt bcat act – Wnt/beta-catenin pathway activators, primary screen, cell-based, plate reader, single point; Wnt/beta-catenin reporter cell assay, activator; activation, % at 9.35 µM; actives 1.2% (n = 300,000); AID 743398, 2014; in the data active = activation above about 30%, passing the limit was not always enough;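 also: 0% = neutral control wells and 100% = positive control wells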
phage Ecoli inh – growth loss of phage-infected E. coli, primary screen, RecBCD inhibitor project, absorbance, with phage, HTS; inhibition, % at 11.9 µM; actives 0.26% (n = 360,000); in the data active = inhibition above about 11%
* = called active by the depositor.

Results for Cc1cc2ccccn2c1C(=O)c1nc(N2CCOCC2)ncc1Cl ?
SR-BI DiI-HDL act: 13; MITF act: -1; E coli growth: 1.7; CAL PDZ FP-1: 0; SR-BI DiI inh: -13; CAL PDZ FP-2: 0.5; Tat export inh: 4; AddAB inh: 0.2; phage Ecoli inh: -0.1

What do the screens show for `Cc1ccc(NC(=O)c2ccc(CNc3c(N4CCC(C)CC4)c(=O)c3=O)cc2)cc1`?
SR-BI DiI-HDL act: -64; MITF act: -2; E coli growth: -1.1; CAL PDZ FP-1: 1; SR-BI DiI inh: 64; CAL PDZ FP-2: -0.7; Tat export inh: 7; AddAB inh: 0.0; Wnt bcat act: 13; phage Ecoli inh: 2.5

Results for COc1ccc(-c2nc(SCC(=O)Nc3c(F)cccc3F)n[nH]2)cc1 ?
SR-BI DiI-HDL act: 2; MITF act: 12; E coli growth: -0.2; CAL PDZ FP-1: -7; SR-BI DiI inh: -2; CAL PDZ FP-2: -3.2; Tat export inh: 4; AddAB inh: 4.5; Wnt bcat act: -4; phage Ecoli inh: 1.6

How did COc1ccccc1NC(=O)Cn1cnc2c(cnn2-c2ccc(C)c(C)c2)c1=O do in these assays?
SR-BI DiI-HDL act: -3; MITF act: -4; E coli growth: 1.7; CAL PDZ FP-1: -1; SR-BI DiI inh: 3; CAL PDZ FP-2: -1.8; Tat export inh: 0; AddAB inh: 1.9; phage Ecoli inh: 2.6

What do the screens show for `CNc1nc2[nH]c(=O)c3c(c2s1)OC(N)=C(C#N)C3c1cccc(F)c1` (stereo not drawn)?
SR-BI DiI-HDL act: 3; MITF act: -4; E coli growth: -0.2; CAL PDZ FP-1: -2; SR-BI DiI inh: -3; Tat export inh: 5; AddAB inh: 1.1; phage Ecoli inh: 2.9

Results for O=C(NCc1ccc(C(F)(F)F)cc1)C1CC(c2ccccc2C(F)(F)F)=NO1 (stereo not drawn) ?
SR-BI DiI-HDL act: -10; MITF act: 11; E coli growth: -0.8; CAL PDZ FP-1: 0; SR-BI DiI inh: 10; CAL PDZ FP-2: -0.3; Tat export inh: 12; AddAB inh: 1.6; Wnt bcat act: 1; phage Ecoli inh: 2.3

How did COC(=O)CCCC(=O)NC1CCCN(C2Cc3ccccc3C2)C1 (stereo not drawn) do in these assays?
SR-BI DiI-HDL act: -13; E coli growth: 1.4; CAL PDZ FP-1: 0; SR-BI DiI inh: 13; CAL PDZ FP-2: 0.9; Tat export inh: -4; AddAB inh: 5.3; Wnt bcat act: 0; phage Ecoli inh: 1.4

How did Cc1cccc(C)c1NC(=O)N1CC=C(n2c(=O)[nH]c3ccccc32)CC1 do in these assays?
SR-BI DiI-HDL act: -22; MITF act: -3; E coli growth: 0.8; CAL PDZ FP-1: -1; SR-BI DiI inh: 22; CAL PDZ FP-2: -1.0; Tat export inh: 3; AddAB inh: 0.7; phage Ecoli inh: 3.9

How did Cc1ccc(S(=O)(=O)N(C)CC(=O)N2CCCCCCC2)cc1 do in these assays?
SR-BI DiI-HDL act: 2; MITF act: 2; E coli growth: 2.8; CAL PDZ FP-1: -4; SR-BI DiI inh: -2; CAL PDZ FP-2: -1.7; Tat export inh: 1; AddAB inh: 2.9; Wnt bcat act: 5; phage Ecoli inh: 1.9

Results for Cc1ccc(C(=O)CSc2nnc3c4ccccc4nc(C(C)(C)C)n23)cc1 ?
SR-BI DiI-HDL act: -37; MITF act: 1; E coli growth: 1.3; CAL PDZ FP-1: -1; SR-BI DiI inh: 37; CAL PDZ FP-2: -2.6; Tat export inh: 6; AddAB inh: 1.3; Wnt bcat act: -3; phage Ecoli inh: 3.6

What do the screens show for `CSc1cccc(NC(=O)C2CCCN(c3ncnc4c3nc3n4CCCCC3)C2)c1` (stereo not drawn)?
SR-BI DiI-HDL act: -23; MITF act: -12; E coli growth: 1.1; SR-BI DiI inh: 23; CAL PDZ FP-2: -2.4; Tat export inh: -3; AddAB inh: 1.2; Wnt bcat act: -3; phage Ecoli inh: -0.6

Results for Cc1[nH]c(=S)c(C#N)c(C)c1Cc1ccccc1 ?
E coli growth: -0.7; AddAB inh: -0.1; Wnt bcat act: 5; phage Ecoli inh: 2.1

How did CC(C)(C)c1ccc(OCCCC(=O)Nc2cccc(S(=O)(=O)N3CCOCC3)c2)cc1 do in these assays?
SR-BI DiI-HDL act: 22; MITF act: -15; CAL PDZ FP-1: -4; SR-BI DiI inh: -22; CAL PDZ FP-2: -0.6; Tat export inh: 4; Wnt bcat act: -2; phage Ecoli inh: 3.0

Results for CC(C)(C)S(=O)(=O)N1Cc2cc(CO)cc(CCO)c2[C@H]1CCO ?
SR-BI DiI-HDL act: -2; MITF act: 0; CAL PDZ FP-1: -2; SR-BI DiI inh: 2; CAL PDZ FP-2: 0.1; Tat export inh: -6; Wnt bcat act: 5; phage Ecoli inh: 0.9

How did CC1CCN(C(=O)CSc2nnc3c(n2)[nH]c2ccc(F)cc23)CC1 do in these assays?
SR-BI DiI-HDL act: 10; MITF act: 6; E coli growth: 0.9; CAL PDZ FP-1: 1; SR-BI DiI inh: -10; CAL PDZ FP-2: -2.9; Tat export inh: -3; AddAB inh: 0.1; Wnt bcat act: -4; phage Ecoli inh: 1.1

Results for COc1ccc(-n2c(O)c(/C=N/Nc3nc(C)cc(C)n3)c3ccccc3c2=O)cc1OC ?
SR-BI DiI-HDL act: -5; MITF act: -39; E coli growth: 1.2; CAL PDZ FP-1: 3; SR-BI DiI inh: 5; CAL PDZ FP-2: -0.7; Tat export inh: -12; AddAB inh: -2.2; Wnt bcat act: -5; phage Ecoli inh: 1.5

Results for COc1cccc(N2C(=O)C(CC(=O)Nc3ccccc3)N(C3CCCCC3)C2=O)c1 (stereo not drawn) ?
SR-BI DiI-HDL act: 18; MITF act: 2; E coli growth: -0.7; CAL PDZ FP-1: 2; SR-BI DiI inh: -18; CAL PDZ FP-2: -1.7; Tat export inh: -4; AddAB inh: 2.6; phage Ecoli inh: 0.9

Results for CCCCC(=O)Nc1c(C)cc(C)cc1Cl ?
SR-BI DiI-HDL act: -4; E coli growth: -0.2; CAL PDZ FP-1: -5; SR-BI DiI inh: 4; CAL PDZ FP-2: -1.0; Tat export inh: -1; AddAB inh: 0.3; Wnt bcat act: 1; phage Ecoli inh: 2.3

Results for CSc1nnc(-c2cccn(Cc3ccccc3)c2=O)o1 ?
SR-BI DiI-HDL act: 3; MITF act: 1; E coli growth: -2.8; CAL PDZ FP-1: 0; SR-BI DiI inh: -3; CAL PDZ FP-2: -1.7; Tat export inh: 3; AddAB inh: 2.6; Wnt bcat act: -1; phage Ecoli inh: 3.8

How did COc1ccc(NS(=O)(=O)c2ccc3c(c2)CCN3C(=O)CCC(=O)O)cc1OC do in these assays?
SR-BI DiI-HDL act: 7; MITF act: -5; E coli growth: -1.4; CAL PDZ FP-1: 2; SR-BI DiI inh: -7; CAL PDZ FP-2: 0.9; Tat export inh: 3; AddAB inh: -1.4; Wnt bcat act: 3; phage Ecoli inh: -0.7

What do the screens show for `C=C(C)Cn1c(CN(C)Cc2ccccc2)nc2c1c(=O)n(C)c(=O)n2C`?
SR-BI DiI-HDL act: 17; E coli growth: 0.5; CAL PDZ FP-1: -1; SR-BI DiI inh: -17; CAL PDZ FP-2: -0.8; Tat export inh: -5; AddAB inh: 1.3; Wnt bcat act: -6; phage Ecoli inh: 2.7

How did O=C(NCC(=O)N1CCN(c2ccccc2O)CC1)c1ccc2c(c1)OCO2 do in these assays?
SR-BI DiI-HDL act: 2; MITF act: -1; E coli growth: 1.7; SR-BI DiI inh: -2; CAL PDZ FP-2: -1.2; Tat export inh: 2; AddAB inh: 0.3; Wnt bcat act: -1; phage Ecoli inh: -0.4

Results for CC(Oc1ccc(F)cc1)C(=O)Nc1ccc2ccccc2c1 (stereo not drawn) ?
SR-BI DiI-HDL act: 9; MITF act: -4; E coli growth: -0.1; CAL PDZ FP-1: 1; SR-BI DiI inh: -9; CAL PDZ FP-2: -3.0; Tat export inh: -3; AddAB inh: 1.9; Wnt bcat act: -3; phage Ecoli inh: 1.2

What do the screens show for `CC(Cn1cncn1)C(=O)N1CCN(S(=O)(=O)c2ccc(Cl)cc2)CC1` (stereo not drawn)?
E coli growth: 0.4; CAL PDZ FP-1: -2; CAL PDZ FP-2: -1.2; Tat export inh: -5; AddAB inh: 3.6; Wnt bcat act: -1; phage Ecoli inh: 1.2

Results for CCCCn1nnnc1NCc1ccc(OC)c(OC)c1OC ?
SR-BI DiI-HDL act: 8; MITF act: -11; E coli growth: -2.5; SR-BI DiI inh: -8; CAL PDZ FP-2: 0.1; Tat export inh: -3; AddAB inh: 0.3; phage Ecoli inh: 1.8

How did COc1ccc(/C=N/n2nnnc2N)cc1OC do in these assays?
SR-BI DiI-HDL act: 2; E coli growth: 0.5; SR-BI DiI inh: -2; CAL PDZ FP-2: -0.5; Tat export inh: -16; AddAB inh: 2.6; Wnt bcat act: -1; phage Ecoli inh: 0.5

How did COc1ccccc1C(=O)Nn1c(C)nc2ccccc2c1=O do in these assays?
SR-BI DiI-HDL act: 0; MITF act: 0; E coli growth: 2.0; CAL PDZ FP-1: -2; SR-BI DiI inh: 0; CAL PDZ FP-2: 0.2; Tat export inh: -4; AddAB inh: 0.9; Wnt bcat act: 0; phage Ecoli inh: 1.7

Results for CCc1cc2c(=O)c(-c3cnn(-c4ccccc4)c3)coc2c(CN2CCOCC2)c1O ?
SR-BI DiI-HDL act: -40; MITF act: 34; E coli growth: -0.1; CAL PDZ FP-1: 12; SR-BI DiI inh: 40; CAL PDZ FP-2: -0.9; Tat export inh: 0; AddAB inh: 1.9; Wnt bcat act: -1; phage Ecoli inh: 1.5

How did COCCn1c(C)cc(C2=NNC(=Nc3ccc(Cl)cc3Cl)SC2)c1C do in these assays?
SR-BI DiI-HDL act: 1; MITF act: -14; E coli growth: -1.7; CAL PDZ FP-1: -6; SR-BI DiI inh: -1; Tat export inh: -10; AddAB inh: -2.2; phage Ecoli inh: 2.7

What do the screens show for `Cc1cc(C)c2c(c1C)C(=O)CCC2`?
SR-BI DiI-HDL act: -14; MITF act: -3; CAL PDZ FP-1: 0; SR-BI DiI inh: 14; CAL PDZ FP-2: -0.8; Tat export inh: -2; Wnt bcat act: 1; phage Ecoli inh: 2.9

No enrichment for hits; about 3.6% have a hit in one of these screens.
